NS3 helicase inh: inhibitors of HCV NS3 helicase, primary screen, biochemical, Cy5 molecular beacon fluorescence; NS3 helicase DNA unwinding; Hepatitis C virus NS3 helicase; actives 0.56% (n = 290,000); inhibition, % at 10.9 µM; AID 1800, 2009;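 active means inhibition above the mean of all tested compounds plus 3 SD, set per campaign, cut at about 35% in these data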;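 further: 0% = DMSO wells and 100% = thioflavine S control wells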
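Test system: hepatitis C virus NS3 helicase domain fragment enzyme. Also added: annealed dual-labelled DNA beacon duplex, ATP-started. Timing: 60 min unwinding reaction at 25 °C after ATP addition. Technique: Cy5 fluorescence. Measure: % inhibition of unwinding.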
M18AAP inhibitor: PfM18AAP inhibitors, malaria aminopeptidase, primary screen, biochemical, QFRET, recombinant enzyme; M18 aspartyl aminopeptidase (Plasmodium falciparum 3D7); H-Glu-NHMec fluorogenic cleavage; inhibition, % at 7.35 µM; actives 1.2% (n = 290,000); AID 1822, 2009;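 active means inhibition above the campaign mean inhibition over all tested compounds plus 3 SD, cut at about 28% in these data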;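 further: 0% = plate median of test compound wells and 100% = 2 mM ZnCl2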
SUMO HTRF inh: inhibitors of in vitro SUMOylation cascade, primary screen, biochemical, HTRF, uHTS | SUMO-conjugating enzyme UBC9 (Homo sapiens), P63279 | HTRF SUMOylation assay, SAE1/SAE2 + UBC9 | inhibition, % at 35 µM | actives 0.36% (n = 290,000) | AID 2006, 2009; in the data active means inhibition above about 50%, passing the limit was not always enough; further: strong numbers were not always called active
FID counter: compounds displacing fluorescent DNA intercalator, primary screen, artefact control for HCV NS3 helicase inhibitor project, biochemical, FID fluorescence | DNA fluorescent intercalator displacement | inhibition, % at 7.9 µM | actives 0.17% (n = 290,000) | AID 1845, 2009; in the data active means inhibition above about 37%;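 further: 0% = vehicle and 100% = reference compound; higher means more ethidium bromide displaced from hairpin DNA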
pCIP destab: p/CIP-EGFP fusion destabilizers, primary screen, fluorescence, F442A cells; Q05BA5; 16 h; decrease of EGFP signal, % at 10 µM; actives 0.01% (n = 290,000); AID 1984, 2009;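 active means EGFP signal decrease of at least 30% at 10 µM or well 3 SD below plate mean, unless failing retest; inactive means the rest, including hits failing retest or dose response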; further: some compounds called inactive have numbers as strong as hits; many of its hits are not listed in these tables
Target sequence (Q05BA5 1-1403): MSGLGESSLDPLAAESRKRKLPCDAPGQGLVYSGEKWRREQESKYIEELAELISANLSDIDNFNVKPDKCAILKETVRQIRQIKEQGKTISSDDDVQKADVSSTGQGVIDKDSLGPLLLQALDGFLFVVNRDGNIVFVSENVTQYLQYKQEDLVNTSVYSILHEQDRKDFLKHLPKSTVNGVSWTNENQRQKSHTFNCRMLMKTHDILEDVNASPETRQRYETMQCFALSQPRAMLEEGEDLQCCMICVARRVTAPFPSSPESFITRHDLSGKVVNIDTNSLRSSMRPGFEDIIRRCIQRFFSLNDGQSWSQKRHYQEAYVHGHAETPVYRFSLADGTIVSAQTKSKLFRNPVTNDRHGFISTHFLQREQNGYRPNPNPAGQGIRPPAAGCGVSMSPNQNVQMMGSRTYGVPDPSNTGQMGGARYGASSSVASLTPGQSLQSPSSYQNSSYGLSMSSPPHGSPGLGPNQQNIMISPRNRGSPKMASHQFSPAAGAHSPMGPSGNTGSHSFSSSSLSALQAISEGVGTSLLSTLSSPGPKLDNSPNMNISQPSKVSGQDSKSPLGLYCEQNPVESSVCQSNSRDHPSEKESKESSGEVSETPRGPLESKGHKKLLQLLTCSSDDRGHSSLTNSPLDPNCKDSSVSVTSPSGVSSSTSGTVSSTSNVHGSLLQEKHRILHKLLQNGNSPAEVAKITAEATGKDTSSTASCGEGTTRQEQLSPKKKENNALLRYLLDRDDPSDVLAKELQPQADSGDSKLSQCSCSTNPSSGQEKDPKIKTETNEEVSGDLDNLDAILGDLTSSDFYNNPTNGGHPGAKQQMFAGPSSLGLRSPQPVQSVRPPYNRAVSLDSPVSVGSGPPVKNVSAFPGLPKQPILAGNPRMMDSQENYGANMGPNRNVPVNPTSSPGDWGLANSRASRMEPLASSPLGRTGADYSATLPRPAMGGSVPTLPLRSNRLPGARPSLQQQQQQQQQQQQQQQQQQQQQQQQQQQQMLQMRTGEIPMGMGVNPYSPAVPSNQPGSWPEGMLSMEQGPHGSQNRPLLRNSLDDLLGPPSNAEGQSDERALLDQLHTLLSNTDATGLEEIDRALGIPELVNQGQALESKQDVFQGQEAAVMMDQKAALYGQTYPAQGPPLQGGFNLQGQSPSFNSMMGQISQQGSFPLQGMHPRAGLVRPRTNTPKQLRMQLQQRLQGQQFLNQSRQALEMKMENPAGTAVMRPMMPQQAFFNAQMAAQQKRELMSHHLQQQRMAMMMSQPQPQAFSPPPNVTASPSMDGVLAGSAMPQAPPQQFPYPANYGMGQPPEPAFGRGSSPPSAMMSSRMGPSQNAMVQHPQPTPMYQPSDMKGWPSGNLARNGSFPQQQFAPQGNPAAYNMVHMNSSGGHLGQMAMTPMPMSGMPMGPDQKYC
IMP-1 inhibitor: IMP-1 metallo-beta-lactamase inhibitors, primary screen, biochemical, epi-absorbance readout, Pseudomonas aeruginosa enzyme. metallo-beta-lactamase IMP-1 (Pseudomonas aeruginosa). purified IMP-1, nitrocefin hydrolysis, epi-absorbance fluorescence. inhibition, % at 5.6 µM. actives 0.45% (n = 290,000). AID 1556, 2009;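 active means inhibition above the mean plus 3 SD of all compounds in the same screening run, cut at about 4.5% in these data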;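 further: 0% = IMP-1 with DMSO and 100% = DMSO wells lacking enzyme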
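Assay system: purified recombinant IMP-1 beta-lactamase. Input: IMP-1 0.2 nM before substrate addition. Buffer or medium: Zinc- and detergent-supplemented HEPES buffer, pH 7.1. Schedule: 25 °C, 15 min preincubation, 25 min reaction. Signal: Epi-absorbance fluorescence, 480 nm excitation, 530 nm emission. Evaluation: percent inhibition from optical density relative to buffer-blank wells.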
IDE inh: human IDE inhibitors in live cells, primary screen, fluorescence polarization, HEK cells, FAbetaB substrate; Insulin-degrading enzyme (Homo sapiens), P14735; FAbetaB cleavage; inhibition, % at 5.59 µM; actives 0.41% (n = 320,000);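 active means percent inhibition above the average of all tested compounds plus 3 SD, set per screening campaign, cut at about 16% in these data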;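 further: IDE supplied by intact live HEK cells; FP after avidin binding of uncleaved biotin substrate so inhibition keeps polarization high; 0% = DMSO wells and 100% = 60 µM reference IDE inhibitor Ii1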
IDE cell activ: human IDE activators in live cells, primary screen, fluorescence polarization, HEK cells, FAbeta-B substrate; Insulin-degrading enzyme (Homo sapiens), P14735; FAbeta-B cleavage; 0% vehicle, 100% cell-free pure enzyme wells; activation, % at 5.96 µM; actives 0.073% (n = 340,000);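 active means activation above the mean of all tested compounds plus 3 SD, set per screening campaign, cut at about 17% in these data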
VIM-2 inh: VIM-2 metallo-beta-lactamase inhibitors, primary screen, biochemical, epi-absorbance readout, Pseudomonas aeruginosa enzyme; purified VIM-2, nitrocefin hydrolysis, epi-absorbance fluorescence; inhibition, % at 5.6 µM; actives 0.89% (n = 290,000); AID 1527, 2009;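 active means inhibition above the mean of all tested compounds plus 3 SD, cutoff set per screening run, cut at about 7.5% in these data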;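 further: red hydrolysis product quenches plate fluorescence so inhibitors raise well fluorescence; 0% = enzyme with DMSO and 100% = DMSO without enzyme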
Starred values were filed as active, the others as inactive; & = joins results of further samples.

`O=C(CSc1ccc(Cl)cc1)NCC1CCCO1` (stereo unspecified) gave NS3 helicase inh -4, M18AAP inhibitor -3, SUMO HTRF inh -7, FID counter -2, pCIP destab -18, IMP-1 inhibitor -4.0, IDE inh -3, IDE cell activ 2 and VIM-2 inh -2.3.
`CCN(CC)S(=O)(=O)c1cccc(NC(=O)COC(=O)C2CC3C=CC2C3)c1` (stereo unspecified) gave NS3 helicase inh -3, M18AAP inhibitor 1, SUMO HTRF inh -17, FID counter -21, pCIP destab -2, IMP-1 inhibitor -3.8, IDE inh 1, IDE cell activ -3 and VIM-2 inh -1.9.
For Cc1cccn2cc(CNC(=O)c3ccc(Br)o3)nc12 the results were NS3 helicase inh 10, M18AAP inhibitor 1, SUMO HTRF inh -4, FID counter -4, pCIP destab -6, IMP-1 inhibitor -2.8, IDE inh -4, IDE cell activ 8 and VIM-2 inh -0.7.
Screening CC1Cc2ccccc2N1C(=O)CN1C(=O)COc2ccccc21 (stereo unspecified) returned NS3 helicase inh -3, M18AAP inhibitor 1, SUMO HTRF inh -3, FID counter -14, pCIP destab -7, IMP-1 inhibitor -2.3, IDE inh -1, IDE cell activ 0 and VIM-2 inh -2.7.
`CCc1ccc(-c2cc(C)no2)cc1S(=O)(=O)NCCc1ccc(S(N)(=O)=O)cc1` gave NS3 helicase inh -1, M18AAP inhibitor 1, SUMO HTRF inh 2, FID counter -19, pCIP destab -5, IMP-1 inhibitor -5.1, IDE inh 4, IDE cell activ 0 and VIM-2 inh -1.8.
CN1CCN(C(=O)c2cc3nc(-c4ccccc4)cc(C(F)(F)F)n3n2)CC1 was read as NS3 helicase inh -17, M18AAP inhibitor -8, SUMO HTRF inh 17, FID counter -12, pCIP destab -46, IMP-1 inhibitor -3.1, IDE inh 5, IDE cell activ 2 and VIM-2 inh 0.2.
For CN(C)CCCNc1nc(-c2ccccc2)nc2ccccc12 the results were NS3 helicase inh 14, M18AAP inhibitor -4, SUMO HTRF inh -37, FID counter 58*, pCIP destab -9, IMP-1 inhibitor -6.5, IDE inh -4, IDE cell activ 0 and VIM-2 inh 2.7.
`C#CCn1c(=NC(=O)CSC(C)=O)sc2cc(F)ccc21` gave NS3 helicase inh 0, M18AAP inhibitor 1, SUMO HTRF inh -1, FID counter -5, pCIP destab -7, IMP-1 inhibitor -3.0, IDE inh 0, IDE cell activ -1 and VIM-2 inh -2.4.
CCn1c(CSCc2ccccc2)n[nH]c1=S was read as NS3 helicase inh 5, M18AAP inhibitor 7, SUMO HTRF inh -10, FID counter -7, pCIP destab -1, IMP-1 inhibitor -2.1, IDE inh 5, IDE cell activ -1 and VIM-2 inh -3.0.
`Cc1ccc(SCc2[nH]nc3c2C2(C(=O)Nc4ccc([N+](=O)[O-])cc42)C(C#N)=C(N)O3)cc1` (stereo unspecified) gave NS3 helicase inh -13, M18AAP inhibitor -15, SUMO HTRF inh 24, FID counter -11, pCIP destab -4, IMP-1 inhibitor -2.8, IDE inh -4, IDE cell activ -4 and VIM-2 inh -2.3.
`CN(C)C(CNC(=S)Nc1ccc(F)cc1)c1cccnc1` (stereo unspecified) gave NS3 helicase inh 7, M18AAP inhibitor 5, SUMO HTRF inh -9, FID counter 3, pCIP destab -12, IMP-1 inhibitor -2.0, IDE inh 3, IDE cell activ 5 and VIM-2 inh -3.3.
O=C(Nc1n[nH]c(C(F)(F)F)n1)c1cccs1 was read as NS3 helicase inh -2, M18AAP inhibitor -13, SUMO HTRF inh 18, FID counter 2, pCIP destab -13, IMP-1 inhibitor -2.4, IDE inh -3, IDE cell activ 4 and VIM-2 inh -0.7.
`c1ccc(C2=Nn3c(Cn4nnc5ccccc54)nnc3SC2)cc1` gave NS3 helicase inh -6, M18AAP inhibitor 9, SUMO HTRF inh -2, FID counter -14, pCIP destab 4, IMP-1 inhibitor -2.3, IDE inh 0 and VIM-2 inh -0.8.
For CNS(=O)(=O)Cc1ccc2[nH]cc(CCN(C)C)c2c1 the results were NS3 helicase inh 7, M18AAP inhibitor 4, SUMO HTRF inh -6, FID counter 0, pCIP destab 12, IMP-1 inhibitor 0.4, IDE inh -1&0, IDE cell activ 9&1 and VIM-2 inh 1.2.
`Cc1ccccc1N/C(=N/S(=O)(=O)c1ccccc1)c1ccc(F)cc1` gave NS3 helicase inh -6, M18AAP inhibitor -12, SUMO HTRF inh 10, FID counter -18, pCIP destab -3, IMP-1 inhibitor -1.5, IDE inh -1, IDE cell activ 1 and VIM-2 inh 0.2.
COCC1CCN(Cc2nc(COc3ccccc3)no2)C1 (stereo unspecified) was read as NS3 helicase inh -6, M18AAP inhibitor 5, SUMO HTRF inh -10, FID counter -2, pCIP destab -8, IMP-1 inhibitor -1.2, IDE inh 0, IDE cell activ -2 and VIM-2 inh -4.9.
`CCOc1ccc(C(=O)N/N=C/c2cc(Cl)ccc2[N+](=O)[O-])cc1` gave NS3 helicase inh 0, M18AAP inhibitor -5, SUMO HTRF inh -10, FID counter 3, pCIP destab -2, IMP-1 inhibitor -1.3, IDE inh 5, IDE cell activ 2 and VIM-2 inh -2.6.
For CC(/C=N/NC(=O)c1cc(C(C)(C)C)[nH]n1)=C\c1ccccc1 the results were NS3 helicase inh -6, M18AAP inhibitor -4, SUMO HTRF inh 0, FID counter -15, pCIP destab -2, IMP-1 inhibitor -1.1, IDE inh -2, IDE cell activ -6 and VIM-2 inh -1.7.
For COC(=O)CN1C(=O)[C@H]2[C@@H](c3ccc(C)o3)N3C(=O)CN(Cc4ccccn4)C(=O)[C@@]3(Cc3ccccc3)[C@H]2C1=O the results were NS3 helicase inh -2, M18AAP inhibitor -3, SUMO HTRF inh 8, FID counter -16, pCIP destab 3, IMP-1 inhibitor -4.4, IDE inh -7, IDE cell activ 1 and VIM-2 inh -1.9.
Cc1ccc2cc(C(c3nnnn3C3CCCC3)N(Cc3ccco3)Cc3cccs3)c(=O)[nH]c2c1 (stereo unspecified) was read as NS3 helicase inh 1, M18AAP inhibitor 2, SUMO HTRF inh 27, FID counter -6, pCIP destab -2, IMP-1 inhibitor 3.4, IDE inh 3, IDE cell activ 0 and VIM-2 inh -2.4.
For Nc1nnc(/C=C/c2cccc([N+](=O)[O-])c2)s1 the results were NS3 helicase inh 7, M18AAP inhibitor -1, SUMO HTRF inh 11, FID counter 2, pCIP destab 0, IMP-1 inhibitor -3.6, IDE inh 4, IDE cell activ 2 and VIM-2 inh -1.7.
Screening O=C(CCN1C(=O)C2C3CCC(C3)C2C1=O)Nc1ccc(F)cc1 (stereo unspecified) returned NS3 helicase inh 12, M18AAP inhibitor 12, SUMO HTRF inh -3, FID counter -11, pCIP destab -2, IMP-1 inhibitor -0.7, IDE cell activ 7 and VIM-2 inh -4.1.
Screening O=C(COC(=O)c1cccnc1Cl)Nc1nc(-c2ccccc2)cs1 returned NS3 helicase inh 2, M18AAP inhibitor -2, SUMO HTRF inh -2, FID counter -12, pCIP destab -10, IMP-1 inhibitor -2.2, IDE inh 26*, IDE cell activ -15 and VIM-2 inh -1.8.
For COc1ccc(/C=N/NC(=O)COc2ccc3ccccc3c2)c(C(=O)O)c1OC the results were NS3 helicase inh 5, M18AAP inhibitor -2, SUMO HTRF inh -1, FID counter -35, pCIP destab 1, IMP-1 inhibitor -1.0, IDE inh 1, IDE cell activ -4 and VIM-2 inh -3.2.
For COCC(=O)NC(C)c1nc2ccccc2[nH]1 (stereo unspecified) the results were NS3 helicase inh 4, M18AAP inhibitor -1, SUMO HTRF inh 11, FID counter 1, pCIP destab -4, IMP-1 inhibitor -3.6, IDE inh -1, IDE cell activ -3 and VIM-2 inh -2.0.
`C/C(=N\NC(=O)CNc1cccc(C(F)(F)F)c1)c1cccc(Br)c1` gave NS3 helicase inh 0, M18AAP inhibitor 4, SUMO HTRF inh 6, FID counter -6, pCIP destab 0, IMP-1 inhibitor -4.0, IDE inh 1, IDE cell activ 3 and VIM-2 inh -3.3.
For Cc1sc2nc(C3CCCCC3)nc(SCC(=O)N3CC(=O)Nc4ccccc43)c2c1C the results were NS3 helicase inh 4, M18AAP inhibitor 6, SUMO HTRF inh -34, FID counter -7, pCIP destab 4, IMP-1 inhibitor -2.9, IDE inh -5, IDE cell activ 6 and VIM-2 inh -0.6.
NC(=O)c1ccc(C(F)(F)F)n(Cc2c(Cl)cccc2Cl)c1=O was read as NS3 helicase inh -2, M18AAP inhibitor 1, SUMO HTRF inh -1, FID counter -3, pCIP destab -4, IMP-1 inhibitor -3.1, IDE inh -3, IDE cell activ 4 and VIM-2 inh -0.3.
COc1ccc(OC)c(N(CC(=O)Nc2cccnc2)S(=O)(=O)c2ccc(C)cc2)c1 was read as NS3 helicase inh -4, M18AAP inhibitor -4, SUMO HTRF inh 1, FID counter -30, pCIP destab 8, IMP-1 inhibitor -3.5, IDE inh 3, IDE cell activ -2 and VIM-2 inh -2.5.
Cc1ccc(C(=O)NCCNC(=O)COc2ccc(C)c(C)c2)cn1 was read as NS3 helicase inh 9, M18AAP inhibitor -6, SUMO HTRF inh 0, FID counter -17, pCIP destab -10, IMP-1 inhibitor -4.8, IDE inh 1, IDE cell activ 6 and VIM-2 inh -1.0.
For COc1ccc(NC(=O)c2cc(-c3cccnc3)nc3c(C)c(C)ccc23)c(OC)c1 the results were NS3 helicase inh -1, M18AAP inhibitor 6, SUMO HTRF inh 15, FID counter -5, pCIP destab 0, IMP-1 inhibitor -2.1, IDE inh 1, IDE cell activ -4 and VIM-2 inh -3.0.
O=C(Nc1ccc([N+](=O)[O-])cn1)c1ccc2c(c1)OCO2 was read as NS3 helicase inh 3, M18AAP inhibitor -1, SUMO HTRF inh 6, FID counter 0, pCIP destab 6, IMP-1 inhibitor -0.6, IDE inh 1, IDE cell activ 3 and VIM-2 inh -2.0.
Cc1cccc(CN2CCCC(C(=O)N3CCCCC3)C2)c1 (stereo unspecified) was read as NS3 helicase inh 5, M18AAP inhibitor -1, SUMO HTRF inh 1, FID counter -1, pCIP destab -2, IMP-1 inhibitor -1.3, IDE inh 5, IDE cell activ -1 and VIM-2 inh -3.0.
`COCCCN1C(=O)C(=O)/C(=C(/O)c2ccc(S(=O)(=O)N3CCCCC3)cc2)C1c1ccc(O)cc1` (stereo unspecified) gave NS3 helicase inh 14, M18AAP inhibitor 5, SUMO HTRF inh 14, FID counter -41, pCIP destab -9, IMP-1 inhibitor -3.1, IDE inh 4, IDE cell activ 1 and VIM-2 inh -0.6.

Assay outcomes (PubChem BioAssay)
